ATG4B inh: inhibitors of human ATG4B cysteine protease. Q9Y4P1. ATG4B cleavage of LC3-PLA2, NBD-HPC fluorescence, 1 h. inhibition, % at 8.33 µM. 340,000 tested, 0.51% active. AID 504462; in the data active means inhibition above about 40%
MPTP block: inhibitors of mitochondrial permeability transition pore; inhibition, % at 10 µM; AID 602449; 360,000 tested, 1.4% active; isolated mouse mitochondria, Ca2+ swelling absorbance, 30 min;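 active means inhibition of 50% or more, scaled per plate between neutral and stimulator controls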;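 further: 0% = DMSO wells given calcium and 100% = 1 mM EGTA wells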
SENP8 block: inhibitors of human SENP8 protease | Q96LD8 | recombinant SENP8, Nedd8 substrate fluorescence | inhibition, % at 20 µM | 360,000 tested, 0.64% active; in the data active means inhibition mostly above about 40%, no sharp cut-off; inactive means mostly below about 27%
PfG6PD inh: PfG6PD (Plasmodium falciparum) enzyme inhibition. PfGluPho enzyme, NADPH resazurin-diaphorase fluorescence. 350,000 tested, 0.78% active. inhibition, % at 20 µM. AID 504690;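 active means inhibition reaching at least a set limit at 20 µM in the primary screen, cut at about 59% in these data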;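 further: 0% = DMSO wells with substrate and 100% = DMSO wells lacking glucose-6-phosphate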
SENP6 block: SENP6 protease inhibition; Q9GZR1; Recombinant SENP6 catalytic domain, aminoluciferin luminescence; inhibition, % at 10 µM; 330,000 tested, 1.8% active;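 active means inhibition above about 50% at the single tested dose, limit read from the data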;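 further: plate controls were DMSO wells with enzyme for no effect and DMSO wells lacking enzyme for full effect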
Target sequence (Q9GZR1 628-1112 limits assumed): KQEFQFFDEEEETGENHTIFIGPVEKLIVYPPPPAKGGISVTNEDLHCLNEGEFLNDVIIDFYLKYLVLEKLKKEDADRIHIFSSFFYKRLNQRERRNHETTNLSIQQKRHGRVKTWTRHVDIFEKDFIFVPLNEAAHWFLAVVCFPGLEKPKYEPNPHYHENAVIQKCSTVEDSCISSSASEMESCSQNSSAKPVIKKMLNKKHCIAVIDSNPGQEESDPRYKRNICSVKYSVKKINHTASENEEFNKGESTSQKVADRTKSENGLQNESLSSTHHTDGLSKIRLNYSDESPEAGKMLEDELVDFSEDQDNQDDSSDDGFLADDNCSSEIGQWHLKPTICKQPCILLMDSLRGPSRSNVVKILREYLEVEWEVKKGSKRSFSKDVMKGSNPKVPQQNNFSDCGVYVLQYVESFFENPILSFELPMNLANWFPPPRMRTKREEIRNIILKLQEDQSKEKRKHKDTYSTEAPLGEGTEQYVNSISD
NR3A LBD binder: NR3A (human) ligand-binding domain modulation | NR3A LBD differential scanning fluorimetry, Tm shift; 0% = protein alone, 100% = glycine-bound protein | Tm shift relative to glycine control, % at 25 µM | 340,000 tested, 2.5% active | AID 1259313;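 active means melting temperature shift of at least 10% of the positive control shift, at one fixed dose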
SENP1 FRET inh: blocks the human SENP1 SUMO protease catalytic domain; recombinant SENP1 catalytic domain, CyPet-SUMO1-YPet FRET cleavage; AID 624204; Q9P0U3; inhibition, % at 10 µM; 360,000 tested, 0.21% active;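 active means inhibition at least 30% at 10 µM, raw YFP signal under a set limit, fluorescence ratio 0.5 to 1.5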;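 further: 0% = enzyme with DMSO and 100% = no enzyme wells; some results filed as inactive read as strong as hits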
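system = hSENP1 catalytic domain, recombinant | reagent = SFCypet-SUMO1-SFYpet substrate at 25 nM | doses = one dose per compound, 10 µM, 0.5% DMSO | incubation = enzyme reaction for 50 min at room temperature, dark | measured by = FRET, CFP and YFP emission | controls = no-enzyme low, enzyme-DMSO high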
hIAP activ: human IAP activation; 330,000 tested, 0.16% active; activation factor at 10 µM; P09923; purified human IAP, CDP-Star luminescence, 30 min; hits give high values; 1 = vehicle-only enzyme, 0 = enzyme-free background; AID 2524;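 active means activation factor of the enzyme at least 2-fold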; further: the source names both 10 and 20 µM as test concentration; values of inactives mirror those of a sister screen read the other way
Target sequence (P09923 whole entry, looked up): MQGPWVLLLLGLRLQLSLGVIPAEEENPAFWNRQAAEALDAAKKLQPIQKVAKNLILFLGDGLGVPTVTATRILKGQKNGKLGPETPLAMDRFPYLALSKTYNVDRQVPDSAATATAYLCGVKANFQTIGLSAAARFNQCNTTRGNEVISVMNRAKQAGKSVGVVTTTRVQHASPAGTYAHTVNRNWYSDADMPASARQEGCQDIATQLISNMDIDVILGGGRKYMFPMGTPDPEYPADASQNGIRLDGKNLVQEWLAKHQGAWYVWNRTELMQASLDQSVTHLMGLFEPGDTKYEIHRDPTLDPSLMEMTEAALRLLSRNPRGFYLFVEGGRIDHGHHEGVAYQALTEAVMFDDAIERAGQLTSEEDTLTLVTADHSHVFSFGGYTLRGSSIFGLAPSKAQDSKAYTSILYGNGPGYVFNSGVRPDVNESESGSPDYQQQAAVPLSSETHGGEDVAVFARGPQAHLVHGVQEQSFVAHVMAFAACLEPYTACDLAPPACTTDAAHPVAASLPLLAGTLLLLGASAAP
An asterisk follows results filed as active; i = inactive; · = not tested or not shown.

cpd | structure | ATG4B inh | MPTP block | SENP8 block | PfG6PD inh
1 | N/C(=N\OC(=O)c1cccc(F)c1)c1cccc([N+](=O)[O-])c1 | -4 | 0.4 | 17 | 14
2 | Cc1cnn(-c2nc(-c3ccccc3)cc(-c3ccccc3)n2)c1 | 17 | 0.3 | -18 | 23
3 | O=C(OCc1ccc(Cl)cc1)c1cnccn1 | -15 | 6.2 | 13 | 2
4 | CCN(CC(=O)N(CC(C)C)c1c(N)n(CC(C)C)c(=O)[nH]c1=O)Cc1nc2ccccc2c(=O)[nH]1 | -10 | 1.1 | -14 | 1
5 | Clc1ccc2c(c1)Nc1ccccc1CC2 | 13 | 6.5 | 13 | 28
6 | CCOC(=O)C1=C(O)/C(=C\c2cccc(OC)c2)N=C1C | -7 | -1.0 | -4 | -11
7 | Cc1ccc(S(=O)(=O)N(C)C)cc1NC(=O)COC(=O)/C=C/c1ccc2c(c1)OCO2 | -14 | 2.6 | -420 | 3
8 | COc1ccc(OC)c(C(=O)CSc2nnc(-c3cccs3)o2)c1 | -5 | 0.3 | -11 | -2
9 | C/C(=C\c1ccccc1F)C1Nc2cccc3cccc(c23)N1 | -4 | 0.0 | 10 | 48
10 | O=C(Cn1c(NCCO)nc2ccccc21)c1ccc(Cl)cc1Cl | 2 | 0.8 | 17 | -1
11 | CCN(CC)c1ccc(/C=N/NC(=O)Cc2nnc(NC(=O)Nc3ccccc3)s2)cc1 | -2 | 8.1 | -364 | 11
12 | Cc1noc(NS(=O)(=O)c2ccc(NC(=O)c3ccc(Br)o3)cc2)c1C | -11 | 3.8 | 16 | -19
13 | CCOc1ccc(NC(=O)NC2CCCCCCC2)cc1 | 3 | 0.2 | 1 | 15
14 | O=C(OCc1nnc(-c2ccc(Cl)cc2)o1)C12CC3CC(CC(O)(C3)C1)C2 | 0 | -0.6 | -4 | 16
15 | O=c1c(Cc2c(F)cccc2Cl)c(O)ccn1Cc1ccc2c(c1)OCO2 | -7 | -0.5 | 13 | -6

cpd | SENP6 block | NR3A LBD binder | SENP1 FRET inh | hIAP activ
1 | 30 | -3 | 4 | 0.98
2 | -7 | -8 | 2 | 0.88
3 | -12 | -1 | 2 | 1
4 | -17 | -1 | -13 | 1.9
5 | 12 | -9 | 0 | 0.84
6 | -37 | 0 | -11 | 0.94
7 | 8 | -1 | 0 | 1.2
8 | 9 | 2 | 0 | 0.91
9 | 4 | -5 | -3 | 0.95
10 | 4 | -1 | 2 | 0.95
11 | 5 | -2 | -47 | 0.9
12 | -25 | 1 | -1 | 0.91
13 | -10 | -10 | 1 | 1.1
14 | 9 | -1 | -1 | 0.95
15 | -30 | -1 | 0 | 1

(further entries)
cpd | structure | ATG4B inh | MPTP block | SENP8 block | PfG6PD inh
16 | Cc1sc2nc(CN3CCOCC3)nc(N3CCN(S(=O)(=O)c4ccccc4)CC3)c2c1C | 19 | -1.1 | -8 | 5
17 | O=S(=O)(NCc1csc(-c2cccnc2)n1)c1ccc2c(c1)OCCO2 | -10 | 3.8 | 6 | -1
18 | Cc1cc(C(=O)NNS(=O)(=O)c2cc(C(=O)O)ccc2Cl)c(C)n1-c1ccccc1 | 4 | -0.6 | 2 | -7
19 | COc1ccccc1/C=N/NC(=O)CN(C1=NS(=O)(=O)c2ccccc21)c1ccccc1 | -13 | -1.0 | 22 | 1
20 | Cc1c(C(=O)O)oc2c(F)cccc12 | -4 | 1.7 | 15 | 6
21 | Cc1ccc(Cn2c(=O)c3ccccc3n3c(CCC(=O)NCCN4CCOCC4)nnc23)cc1 | -7 | 0.2 | 1 | -16
22 | Cc1cc(NC(=O)CSc2nnc(-c3ccoc3C)n2N)no1 | -7 | -0.5 | 0 | -2
23 | COCC(C)N=C1NN=C(c2cccs2)C(CC(=O)O)S1 (stereo not given) | 4 | -0.7 | -5 | -24
24 | c1ccc2c(c1)OCCOCCOCCO2 | -10 | -2.3 | -1 | 12
25 | COc1cc(/C=N/Nc2nc(C)cc(C)n2)ccc1O | · | -1.5 | 0 | 20
26 | Cc1ccc(C)c(NC(=S)NCc2ccc3[nH]c4c(c3c2)CCCC4)c1 | 2 | 0.8 | -27 | 13
27 | CCOC(=O)c1cnc2ccc(Br)cc2c1NCCCN1CCOCC1 | -4 | -0.1 | -4 | 36
28 | O=[N+]([O-])/C(C(=C(Cl)Cl)N1CCN(Cc2ccccc2)CC1)=C1\NCCN1Cc1ccc(Cl)nc1 | -6 | -0.2 | 9 | 6
29 | CC(=O)c1cc2c(cc1NC(=O)CCCC(=O)O)OCO2 | -9 | -5.4 | -215 | -25
30 | CCn1c(COc2ccccc2)nnc1SCC(=O)Nc1ccc2c(c1)OCCO2 | -17 | -3.7 | 21 | 8

cpd | SENP6 block | NR3A LBD binder | SENP1 FRET inh | hIAP activ
16 | 17 | 2 | 1 | 1.1
17 | 0 | 0 | 1 | 1.1
18 | 10 | 1 | -2 | 1
19 | -14 | 2 | -1 | 1.1
20 | -20 | -2 | 2 | 1
21 | 1 | -2 | 1 | 1.3
22 | -16 | 1 | 1 | 0.91
23 | -10 | -4 | -5 | 0.92
24 | -6 | 0 | 1 | 0.91
25 | · | · | 2 | ·
26 | -14 | -11 | -36 | 0.93
27 | 3 | -1 | -1 | 0.98
28 | 8 | -1 | -3 | 0.91
29 | 2 | -1 | -1 | 1.1
30 | -7 | 0 | 1 | 1.1

(next part)
cpd | structure | ATG4B inh | MPTP block | SENP8 block | PfG6PD inh
31 | O=[N+]([O-])c1ccc(N2CCN(CC3CCCCC3)CC2)cc1 | 0 | -0.2 | 16 | -4
32 | COc1ccc(C(=O)NN2C(=S)N(c3ccc(OC)cc3)C(=O)C2CC(N)=O)cc1 (stereo not given) | -13 | 2.3 | 16 | 3
33 | Cc1ccc2c(C)c(C(=O)NCCN3CCCC(O)C3)oc2c1C (stereo not given) | 2 | -0.2 | -15 | -20
34 | CCC(=O)N1CCc2cc(Br)cc(S(=O)(=O)CCC(=O)N(CC)CC)c21 | -12 | 1.3 | 34 | 9
35 | CC(C)(C)n1nnnc1C(c1cccs1)N1CCCC2(CCCCC2)C1 (stereo not given) | 1 | 2.1 | 7 | 6
36 | Cc1c(NC(=O)CN2CCN(c3ccc(O)cc3)CC2)c(=O)n(-c2ccccc2)n1C | -2 | -1.4 | 8 | 58
37 | COc1cccc(/C=N/Nc2nc3ccccc3[nH]2)c1OC | -10 | 0.9 | -192 | 13
38 | Cc1noc(C)c1NC(=O)Nc1ccc2c(c1)C(=O)N([C@H](C)CO)C[C@H](C)[C@@H](CN(C)C(=O)Nc1ccc(C(F)(F)F)cc1)O2 | · | -0.1 | 12 | 21
39 | Cc1ccc(CN2C(=O)CNC2=S)cc1 | 0 | -0.2 | 20 | 8
40 | CCOCCOC(=O)C(C)Sc1n[nH]c(=O)[nH]c1=O (stereo not given) | 3 | 0.6 | 16 | 2
41 | Cc1ccccc1NC(=S)N(Cc1cccs1)C1CCCCC1 | -2 | 0.1 | 8 | -4
42 | Cc1cc(C(=O)CCl)c(C)n1-c1cccc(S(=O)(=O)N2CCOCC2)c1 | 9 | · | · | -9
43 | COCCC(=O)N1CCCC(CCC(=O)NCc2ccc(F)c(F)c2)C1 (stereo not given) | 8 | -1.6 | 16 | -5
44 | COc1ccc(/C=C/C(=O)C2(O)CCCCC2)cc1 | 7 | -2.9 | 13 | 0
45 | CCC(=O)NNC(=O)CCC(=O)Nc1ccc(C)cc1C | 0 | -0.2 | 8 | -8

cpd | SENP6 block | NR3A LBD binder | SENP1 FRET inh | hIAP activ
31 | 12 | -1 | -4 | 0.9
32 | -14 | 1 | 3 | 1.1
33 | -4 | 2 | -4 | 1.2
34 | 0 | 0 | 2 | 1.1
35 | -9 | -15 | -4 | 0.91
36 | -8 | 2 | 4 | 0.83
37 | -17 | 0 | -2 | 1.1
38 | -23 | 0 | 0 | 1.2
39 | 3 | -2 | 0 | 1
40 | -21 | -1 | 1 | 0.85
41 | 13 | 0 | 2 | 1.4
42 | 3 | -1 | · | 0.98
43 | -13 | 0 | 0 | 1.1
44 | -21 | 4 | 3 | 0.96
45 | -18 | 1 | 2 | 1

An excerpt from above in order of the NR3A LBD binder value, lowest first:
#	SMILES	ATG4B inh	MPTP block	PfG6PD inh	SENP6 block	NR3A LBD binder	SENP1 FRET inh	hIAP activ
35	CC(C)(C)n1nnnc1C(c1cccs1)N1CCCC2(CCCCC2)C1 (stereo not given)	1	2.1	6	-9	-15	-4	0.91
39	Cc1ccc(CN2C(=O)CNC2=S)cc1	0	-0.2	8	3	-2	0	1
40	CCOCCOC(=O)C(C)Sc1n[nH]c(=O)[nH]c1=O (stereo not given)	3	0.6	2	-21	-1	1	0.85
37	COc1cccc(/C=N/Nc2nc3ccccc3[nH]2)c1OC	-10	0.9	13	-17	0	-2	1.1
45	CCC(=O)NNC(=O)CCC(=O)Nc1ccc(C)cc1C	0	-0.2	-8	-18	1	2	1
33	Cc1ccc2c(C)c(C(=O)NCCN3CCCC(O)C3)oc2c1C (stereo not given)	2	-0.2	-20	-4	2	-4	1.2

(more compounds)
cpd | structure | ATG4B inh | MPTP block | SENP8 block | PfG6PD inh
46 | O=C(CN(Cc1ccc(F)cc1)C(=O)c1ccco1)NCc1ccc(F)cc1 | -10 | -1.7 | 8 | -1
47 | CCN(Cc1ccccc1)C(=O)COC(=O)c1n[nH]c2ccccc12 | 14 | 1.4 | 15 | -9
48 | Cc1ccnc(NC(=O)Cn2c(=O)oc3ccccc32)c1 | -5 | -0.7 | 2 | 3
49 | CC(=O)Oc1c(C)c(OC(C)=O)c2c(c1C(C)=O)OC1CC(=O)C(C(C)=O)=C(O)C21C (stereo not given) | -2 | 0.7 | 5 | -4
50 | CC(=O)N1CCN(C(=O)c2ccc(NS(=O)(=O)c3cc(C)ccc3C)cc2)CC1 | 4 | -0.6 | 13 | 4
51 | Cc1cc(C)c(C#N)c(Oc2ccc(F)cc2)n1 | 4 | -9.7 | 13 | 2
52 | COc1cc(OC)cc(C(=O)NNC(=S)NCc2ccco2)c1 | -7 | -2.5 | -5 | -2
53 | CC1C(c2ccccc2)=[N+]([O-])C2(CCCC2)N1O (stereo not given) | -7 | -1.8 | 1 | -4
54 | COC(=O)[C@@H](CC(C)C)N(Cc1ccccc1)S(=O)(=O)N(Cc1ccccc1)[C@@H](CC(C)C)C(=O)OC | 5 | 0.6 | 12 | 20
55 | CCCCc1nnc(NC(=O)CN2C(=O)NC3(CCCCC3)C2=O)s1 | 1 | 1.6 | -1 | -16
56 | O=C(Cc1cccs1)OCC(=O)c1ccco1 | -5 | -0.8 | -5 | -6
57 | Cc1cccc(C2=NN(c3ccc(Br)cc3)[C@@H](C(=O)N3CCOC3=O)[C@@H]2c2ccc(F)cc2)c1 | 3 | 0.1 | i | 15
58 | COC(=O)[C@H](Cc1c[nH]c2ccccc12)NCc1cccc(B(O)O)c1 | -5 | 1.6 | 2 | 4
59 | CCCCCC(=O)NN=C1CCN(Cc2ccccc2)CC1 | -5 | -0.8 | 3 | 1
60 | CC(=O)Nc1cccc(/C(C)=N/NC(=O)c2ccccc2Cl)c1 | 3 | 0.0 | 4 | -6

cpd | SENP6 block | NR3A LBD binder | SENP1 FRET inh | hIAP activ
46 | 0 | -2 | 4 | 0.95
47 | -11 | 1 | 3 | 1.2
48 | -1 | -3 | 2 | 0.82
49 | -3 | 1 | 1 | 1.2
50 | 4 | -3 | 0 | 0.92
51 | -17 | -1 | -4 | 1.1
52 | -23 | 4 | 2 | 1.5
53 | 6 | -2 | 1 | 0.97
54 | -16 | 1 | 5 | 1.1
55 | 1 | -2 | 1 | 0.96
56 | 9 | -2 | 0 | 1.1
57 | -13 | 5 | -121 | 0.94
58 | · | -2 | 1 | ·
59 | -18 | -6 | 2 | 1.1
60 | -20 | 0 | 1 | 1

Only PfG6PD inh, for 4 of the compounds above:
nr	compound	PfG6PD inh
25	COc1cc(/C=N/Nc2nc(C)cc(C)n2)ccc1O	20
35	CC(C)(C)n1nnnc1C(c1cccs1)N1CCCC2(CCCCC2)C1 (stereo not given)	6
10	O=C(Cn1c(NCCO)nc2ccccc21)c1ccc(Cl)cc1Cl	-1
53	CC1C(c2ccccc2)=[N+]([O-])C2(CCCC2)N1O (stereo not given)	-4

Screening data as filed in PubChem BioAssay.
